Insulin prom inh – TRM-6 insulin promoter activity inhibition; TRM-6 cells (human fetal islet line), insulin promoter-eGFP reporter, imaging; reporter expression induced with tamoxifen; inhibition, % at 2 µM; 130,000 tested, 0.9% active;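 active means inhibition above the mean plus 3 SD, with well images judged a real hit on visual review, cut at about 60% in these data, passing the limit was not always enough; inconclusive means inhibition over the cutoff but images rejected on review; inactive means inhibition not above the cutoff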
sdo1 growth – restores growth of sdo1-depleted yeast; S. cerevisiae sdo1-depleted JHY4D growth rescue, OD600 30 h; stronger effect = higher value; pdr5 snq2 efflux-pump mutant strain; z-score at 10 µM; 140,000 tested, 0.21% active;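 active means z-score above 3 at both the 24 hr and the 30 hr optical density reads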;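 further: z-score against mean and SD of all compound wells on the same plate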
sdo1 growth Rescue 24 h – recorded beside sdo1 growth, whose call it bears; z-score; S. cerevisiae sdo1-depleted JHY4D growth rescue, OD600; measured here: growth rescue at 24 h;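 0 is the plate mean of compound wells and units are plate SD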
Starred values were filed as active, the others as inactive; ? = inconclusive; . = no result given. A portion of the library; the hit share may differ from the screen's.

Screens in order – Insulin prom inh	sdo1 growth	sdo1 growth Rescue 24 h
O=C(COC(=O)c1ccccn1)Nc1ncc(C(F)(F)F)cc1Cl
  4	1	0.06
COc1ccc(-c2cc(C(=O)Nc3cc(C)on3)no2)cc1OC
  33	.	.
O=C(NC1=NCCCCC1)c1cccc2ccccc12
  -27	.	.
Cc1cc2cc(CN(Cc3ccco3)C(=O)NCc3ccccc3)c(=O)[nH]c2cc1C
  .	-0.33	0.66
COCCNC(=O)Nc1ccc2nc(-c3cccs3)c(-c3cccs3)nc2c1
  0	-0.34	-1.4
O=C(COc1ccc(S(=O)(=O)NC2CCCCC2)cc1Cl)N1CCN(c2ccccc2)CC1
  -33	-0.81	-0.69
Cc1ccc(/C(N)=N/OC(=O)Cc2cccs2)cc1
  -42	-0.39	-0.45
O=C(CCCC1=NS(=O)(=O)c2ccccc2N1)N1CCN(c2ccccc2)CC1
  30	1.1	-0.1
O=C(CN(C(=O)C1CSC(=O)C1)c1ccccc1F)NCc1ccc2c(c1)OCO2 (stereo not drawn)
  .	0.12	0.33
CCCCN(CC)S(=O)(=O)c1ccc2c(c1)CCCN2C(C)=O
  -6	-0.25	0.73
CC(=O)c1ccc(N2CCN(C(=O)CCCn3c(=O)[nH]c4ccc(Br)cc4c3=O)CC2)cc1
  58	.	.
CCc1ccc(NC(=O)COC(=O)C2(c3ccc(Cl)cc3)CCCC2)cc1
  .	-0.35	-0.6
Cc1ccnc(NC(=O)c2sc3ccccc3c2Cl)c1
  8	3.9*	5*
C/C=C/c1ccccc1OCc1ccc(C(=O)O)o1
  11	1.4	1.1
CC(=O)C1=C(O)C(=O)N(c2ccc(C(=O)O)cc2)C1c1ccccc1 (stereo not drawn)
  14	-0.73	-2.2
CC(C)(C)NC(=O)NC(=O)CSc1ncccn1
  17	.	.
Cc1csc(Nc2ccccc2C(F)(F)F)n1
  33	-0.74	-0.42
Cc1ccc(/C=N/NC(=O)Cn2cnc3c2c(=O)n(C)c(=O)n3C)s1
  53	0.63	1.8
O=C(O)CCc1nn2cnc3sc4c(c3c2nc1=O)CCCC4
  7	0.7	0.69
O=C(c1ccc(Cl)cc1)N(Cc1cccs1)C1CCS(=O)(=O)C1 (stereo not drawn)
  -55	0.14	0.74
CCCNC(=S)N1CCC(c2nc3cc(C)c(C)cc3[nH]2)CC1
  -32	0.02	-0.12
COc1ccc(/C=C(\NC(=O)c2cccs2)C(=O)N2CCOCC2)cc1OC
  -2	0.88	0.54
O=C(Cn1nnc(-c2ccccc2)n1)OCc1csc(-c2ccccc2)n1
  19	0.08	0.91
CC1(C)COC(c2coc3ccccc3c2=O)OC1
  100*	0.37	0.35
CC1CCCC(C)N1C(=O)COc1ccc(C(=O)N/N=C/c2ccc(C(=O)O)cc2)cc1 (stereo not drawn)
  -40	.	.
COc1ccc(-c2ccc(SCC(=O)NCC3CCCO3)nn2)cc1OC (stereo not drawn)
  -79	.	.
O=C(NCc1ccc(F)cc1)C1CCC(=O)N1C1CCCCC1 (stereo not drawn)
  -31	0.16	-0.24
CCC(C)C(NC(=O)c1ccc(Cl)cc1)C(=O)O (stereo not drawn)
  6	0.02	-0.32
N#CC1=C(N)Oc2cc(N)ccc2C1c1ccc(F)cc1 (stereo not drawn)
  4	0.08	-0.34
CC(=O)c1ccc2c(c1)C1C=CCC1C(C(=O)O)N2 (stereo not drawn)
  19	.	.

Next section, overlapping the part above by two compounds.
Screens in order – Insulin prom inh	sdo1 growth	sdo1 growth Rescue 24 h
N#CC1=C(N)Oc2cc(N)ccc2C1c1ccc(F)cc1 (stereo not drawn)
  4	0.08	-0.34
CC(=O)c1ccc2c(c1)C1C=CCC1C(C(=O)O)N2 (stereo not drawn)
  19	.	.
CC(C)C(NC(=O)c1ccc(S(=O)(=O)N2CCOCC2)cc1)c1nc2ccccc2[nH]1 (stereo not drawn)
  21	0.21	-0.8
CCN(CC)C(=O)c1ccc(NS(=O)(=O)c2ccccc2)cc1
  100*	1.3	1.5
CCC(CC)C(=O)Nc1cccc(C(=O)Nc2ccc(S(=O)(=O)Nc3ccc(C)cc3)cc2)c1
  10	0.09	0.41
CCCN1Cc2cccc(C(=O)NCc3ccc4c(c3)OCO4)c2C1=O
  .	-0.57	-0.43
CC(=O)Nc1ccccc1NC(=O)CC(C)(C)C
  -69	0.48	0.77
CCOC(=O)c1ccc(Nc2nnc3nc(C)cc(C)n23)cc1
  48	-0.05	-0.45
CC1(C)CC2CC(C)(CN2C(=O)Cc2ccccc2)C1 (stereo not drawn)
  -95	-0.45	-1.5
Fc1ccccc1Nc1nc(-c2ccncc2)nc2ccccc12
  .	-1.5	-1.1
Cc1ccc(N=CC2=C(O)CC(C)(C)CC2=O)nc1
  -10	0.97	0.72
C=CCC(=O)OCCCCCCOc1ccc(C(=O)O)cc1
  .	-0.18	-0.82
CCN(CC)S(=O)(=O)c1cccc(C(=O)N[C@H](C(=O)OCC(N)=O)C(C)C)c1
  52	0.66	0.77
COc1ccc(NC(=O)CSc2nc(O)cc(=O)n2C)cc1
  39	0.1	-0.5
Cn1cccc1CC(=O)N/N=C/c1cccc([N+](=O)[O-])c1
  0	.	.
COc1ccccc1N1CCN(C(c2cc3cc(C)ccc3[nH]c2=O)c2nnnn2C2CCCC2)CC1 (stereo not drawn)
  .	-1.4	-0.65
CCOc1ccc(-n2c(SCC(=O)Nc3ccc(OC)cc3)nc3c(c2=O)SCC3)cc1
  27	-0.65	-0.63
COC(=O)C1C(=O)c2c([nH]c(C(=O)OC3CCCCCC3)c2C)CC1C (stereo not drawn)
  .	-0.99	-1.2
O=C(c1ccc(S(=O)(=O)N2CCCCC2)cc1)N1CCN(c2ccccc2F)CC1
  ?	-0.39	-0.8
CNC(=O)COC(=O)/C=C/c1cccc(F)c1
  36	.	.
CCOC(=O)c1c(CSC(=N)N)n(-c2ccc(C)cc2)c2cc(Br)c(OC(C)=O)cc12
  68	-0.81	-1.9
CC(C)(CO)Nc1nc(N2CCCC2)nc(N2CCCC2)n1
  -305	0.21	0.36
CCOC(=O)CC(=O)c1cc(OC)c(OC)c(OC)c1
  -66	0.31	-0.04
CCC1(CC)Cc2ccccc2C(C2=C(O)CC(C)(C)CC2=O)=N1
  -25	-0.18	-0.16
CC(=O)Nc1nc(COc2ccc3ccccc3c2)cs1
  23	0.21	1.3
COc1ccccc1C1CC(=O)Nc2c1c(=O)n(C)c(=O)n2C (stereo not drawn)
  .	0.55	0.7
O=C(O)C1C2CCC(O2)C1C(=O)NCc1ccccc1Br (stereo not drawn)
  -7	.	.
CC(C)(C)c1ccc(C(=O)N2CCNCC2)cc1
  12	0.02	-0.55
Clc1ccccc1CSc1cc2c(nn1)-c1ccccc1CC2
  12	-0.58	0.18
CCN(C(=O)COC(=O)c1n[nH]c2ccccc12)C1CCS(=O)(=O)C1 (stereo not drawn)
  ?	0.15	-0.07
O=C(Nc1ccc(N=Nc2ccccc2)cc1)c1ccc(Cl)cc1Cl
  -196	1.4	2.3
C=CCN1C(=O)C(Cc2ccc(OCC)cc2)SC1=Nc1ccc(C(=O)O)cc1 (stereo not drawn)
  13	-0.13	-0.75
COc1ccccc1-c1c(NC(=O)c2ccco2)n(-c2ccccc2)nc(C)c1=O
  0	1.8	1.2
O=C(NCc1ccco1)C1CCCN1C(=O)Nc1ccc(Cl)cc1 (stereo not drawn)
  -64	.	.
CCc1nnc(NC(=O)CCC(=O)N2CCN(Cc3cc(F)ccc3OC)CC2)s1
  .	1	0.13
CCCCOCCCNC(=O)c1ccc(NC(C)=O)cc1
  10	0.78	0.43
O=C(CSc1nc2ccccc2[nH]1)NC1CCCc2ccccc21 (stereo not drawn)
  .	0.25	0.23
Cc1ccc2nc(NC(=O)[C@H](C)N3C(=O)C4CC=CCC4C3=O)sc2c1 (stereo partly drawn)
  11	.	.
Cc1ccnc(SCCn2c(N3CCCCC3)nc3c2c(=O)[nH]c(=O)n3C)n1
  .	-0.58	-1.3
O=C(CCCCCNC(=O)c1ccccc1)N/N=C/c1ccc(O)cc1O
  -11	-0.07	-0.34
O=C(CCN1CCCCCC1)Nc1ccc(F)c(F)c1
  .	0.2	-0.07
CSc1nc(C)cc(OCC(=O)N2CCOCC2)n1
  -32	-0.01	-0.45
CC(=O)c1ccc(Cc2ncc(C(F)(F)F)cc2Cl)s1
  0	-0.42	-0.78
CCOC(=O)N1CCC(NC(=O)COc2cc(=O)n(C)c3ccccc23)CC1
  .	1.3	1.5
CSc1nc(-c2ccco2)nn1C(=O)c1ccco1
  .	0.8	0.05
O=C(CSc1nc2ccccc2s1)N1N=C(c2cccs2)CC1c1ccc(F)cc1 (stereo not drawn)
  30	-0.45	-0.32
CCc1nnc(NC(=O)CSc2nnc(-c3ccccc3O)n2CC)s1
  27	0.71	1.1
c1ccc(-c2cn3nc4c(nc3n2)CCCC4)cc1
  -6	-0.3	0.24
CCCCNC(=O)c1onc(CSc2cccc(OCC)c2)c1C(=O)O
  .	-0.84	-0.99
Cc1ccn2c(-c3csc(NCc4ccco4)n3)c(C)nc2c1
  .	-0.51	-0.18
CNS(=O)(=O)c1ccc(NC(=O)c2nc3nc(C)cc(C(F)F)n3n2)cc1
  11	1.2	0.55
CN=C1c2ccccc2CN1c1cccc(C(=O)OC)c1
  -4	1	1.5
CCC(CC)C(=O)NCCc1ccc(OC)cc1
  -3	2.2	2.2
Cc1ccc2c(c1)C(SCC(=O)NCCc1ccccc1)CC1(CCCC1)O2 (stereo not drawn)
  -75	-1.3	-2.1
COc1ccc(S(=O)(=O)N2CCCC2C(=O)Nc2nnc(-c3cccnc3)s2)cc1 (stereo not drawn)
  .	0.63	0.37
O=C(c1cc(-c2cccs2)nc2ccccc12)N1CCN(S(=O)(=O)c2cccc(F)c2)CC1
  -47	-0.55	-0.38
CC1CCCN(c2nc3ccccc3nc2C(C#N)S(=O)(=O)c2cccs2)C1 (stereo not drawn)
  24	0.33	-0.01
CC1(C)N(OCc2ccccc2)C(=O)C(=O)N(OCc2ccccc2)C1(C)C
  -38	-0.66	0.38
COc1ccc(-c2cc(C)nc(SCC(=O)c3cccc([N+](=O)[O-])c3)n2)cc1
  -19	-0.08	0.4
Cc1ccc(S(=O)(=O)N2CCN(C)CC2)cc1-c1nnc2c3ccccc3c(C)nn12
  -36	1	0.64
COc1ccc(NC(=O)c2cccnc2Cl)c(S(=O)(=O)N2CCOCC2)c1
  -14	0.18	-0.11
COC(=O)C1=CO[C@@H](OC2OC(CO)C(O)C(O)C2O)[C@@H]2C(CO)=CC[C@H]12 (stereo partly drawn)
  5	0.28	-0.53

Further structures follow:
Screens in order – Insulin prom inh	sdo1 growth	sdo1 growth Rescue 24 h
O=C(CC1Oc2ccc(Cl)cc2NC1=O)NC1CCCCCC1 (stereo not drawn)
  .	-1	-1.4
O=S(=O)(c1cccc2nsnc12)N1CCN(c2ccc(F)cc2)CC1
  -62	.	.
CCCCCOC(=O)c1[nH]c2c(c1C)C(=O)C(C(=O)OC)C(C)C2 (stereo not drawn)
  -375	-0.96	-0.19
CC(=O)Cc1nsc(NC(=O)c2ccccc2)n1
  .	1.2	2.1
CCN1CCN(Cc2oc(CO)cc(=O)c2O)CC1
  .	-0.28	-0.76
Cc1cc(C)nc(NNC(=O)c2ccccc2O)n1
  44	.	.
COc1ccc(C(=O)NC(=S)NCc2cccnc2)cc1Br
  -18	.	.
N/C(=N\OC(=O)CCC1CCCC1)c1cccnc1
  .	-0.75	-0.98
O=C(c1ccco1)N1CCN(C(=O)c2ccc(COc3ccc4c(c3)CCC4)o2)CC1
  23	-0.35	-0.23
NC1=NC(=O)/C(=C\C=C\c2ccccc2)S1
  30	0.68	1.2
Cc1ccc(S(=O)c2ccc(NC(=O)C3CC3)cc2C#N)cc1 (stereo not drawn)
  27	.	.
CSc1ccc(Cl)c(C(=O)Nc2ccc(OCC(N)=O)cc2)c1
  17	0.17	-0.34
COc1ccc(C/C(C)=N/NC(=O)c2ccc(C)cc2C)cc1
  -50	.	.
COc1ccc(S(=O)(=O)N2CCN(C(=O)c3ccco3)CC2)cc1OC
  8	0.65	0.3
CCOC(=O)c1oc2cccc(OC(C)=O)c2c1C
  -286	-0.23	-0.6
c1ccc(SSc2ccccc2)cc1
  0	0.14	0.04
COC(=O)c1ccccc1NC(=O)CN1CCN(C(=O)c2ccco2)CC1
  3	0.09	0.31
CCOc1ccccc1N1C(=O)CC(Nc2ccc(N3CCOCC3)cc2)C1=O (stereo not drawn)
  17	-0.09	-0.45

Ordered by SMILES length (high to low): some entries from above.
Screens in order – Insulin prom inh	sdo1 growth	sdo1 growth Rescue 24 h
CCCCCOC(=O)c1[nH]c2c(c1C)C(=O)C(C(=O)OC)C(C)C2 (stereo not drawn)
  -375	-0.96	-0.19
COC(=O)c1ccccc1NC(=O)CN1CCN(C(=O)c2ccco2)CC1
  3	0.09	0.31
O=S(=O)(c1cccc2nsnc12)N1CCN(c2ccc(F)cc2)CC1
  -62	.	.
O=C(CC1Oc2ccc(Cl)cc2NC1=O)NC1CCCCCC1 (stereo not drawn)
  .	-1	-1.4
CCOC(=O)c1oc2cccc(OC(C)=O)c2c1C
  -286	-0.23	-0.6
Cc1cc(C)nc(NNC(=O)c2ccccc2O)n1
  44	.	.
c1ccc(SSc2ccccc2)cc1
  0	0.14	0.04
